CF NFkB block: cystic fibrosis NF-kB activation inhibition; KKLEB NF-kB-GFP reporter, PAF-induced, GFP fluorescence overnight; 360,000 compounds, 0.86% hits; inhibition, % at 5 µM;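 active = at least 50% inhibition at 5 µM, scaled per plate between neutral and stimulator controls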;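 note: PAF is a Pseudomonas aeruginosa culture filtrate used as stimulus; plate controls were PAF-stimulated DMSO wells for no effect and unstimulated DMSO wells for full effect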
TRPM1 prom inh: MITF TRPM1 promoter inhibition in SK-MEL-5 cells | SK-MEL-5 TRPM1 promoter luciferase, 24 h | inhibition, % at 12.5 µM | 330,000 compounds, 0.83% hits;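 active = mean inhibition across replicates of 60% or more, whatever share of single replicates reaches that level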; note: values of inactives mirror those of a sister screen read the other way
NR2E3 ag-1: human photoreceptor-specific nuclear receptor agonism; CHO-S Gal4-NCOR/VP16-NR2E3 two-hybrid, luciferase; Q9Y5X4; AID 602229; 360,000 compounds, 0.35% hits; inhibition of corepressor binding, % at 3.98 µM;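 active = inhibition above the mean of all tested compounds plus 3 SD, cut at about 70% in these data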;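 note: 0% = DMSO with NR2E3 transfected cells and 100% = cells lacking NR2E3 construct; higher means lower luciferase signal from less NR2E3 corepressor binding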
Target sequence (Q9Y5X4 whole entry, looked up, the tested form may be a part): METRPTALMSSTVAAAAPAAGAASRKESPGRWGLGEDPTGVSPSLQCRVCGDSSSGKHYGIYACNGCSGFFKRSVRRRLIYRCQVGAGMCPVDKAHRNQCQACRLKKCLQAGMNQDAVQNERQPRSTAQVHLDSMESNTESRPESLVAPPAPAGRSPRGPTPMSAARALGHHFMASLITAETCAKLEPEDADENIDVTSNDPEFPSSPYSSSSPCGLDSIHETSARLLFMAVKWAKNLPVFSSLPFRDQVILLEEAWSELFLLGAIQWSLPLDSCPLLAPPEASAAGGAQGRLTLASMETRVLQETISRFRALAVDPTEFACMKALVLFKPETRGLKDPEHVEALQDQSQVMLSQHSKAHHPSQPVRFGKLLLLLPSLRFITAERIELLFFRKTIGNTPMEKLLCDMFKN
HIF-2a inh: blocks HIF-2a reporter activity; 786-0 RCC cells HIF-2a reporter, luciferase luminescence, overnight; inhibition, % at 18.8 µM; 360,000 compounds, 0.72% hits; AID 624352;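 active = inhibition of the luminescence signal of 40% or more relative to plate controls, in a single-dose primary screen at 18.75 µM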
TROY NFkB inh: inhibitors of TROY-dependent NF-kB signaling. Q293 LMP1-TROYcd NF-kB luciferase reporter, 4 h. inhibition, % at 10 µM. 360,000 compounds, 0.98% hits;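 active = compounds whose plate-normalised and pattern-corrected inhibition of the luciferase reporter signal at the single screening dose is 50% or more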
Shn3 inh set2: reduces Shn3 3'UTR luciferase signal in osteoblasts; Clone20 osteoblast Shn3 3'UTR firefly luciferase, 24 h; 360,000 compounds, 0.52% hits; inhibition, % at 12.5 µM;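 active = mean inhibition of at least 75% with every replicate also reaching 75%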;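 note: 0% = median of neutral control wells and 100% = pilot-screen positive control compound; some compounds past the cut are filed as inactive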
NR2E3 ag-2: NR2E3 (human) agonism | 320,000 compounds, 0.12% hits | GST-NR2E3/biotin-RetCOR TR-FRET, 1536-well | AID 2300 | Q9Y5X4 | inhibition of corepressor binding, % at 4.78 µM;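 active = percent inhibition above the cutoff of mean plus 3 SD of all tested compounds, set per screening campaign, cut at about 20% in these data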;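 note: 0% = DMSO wells and 100% = biotin wells as full block of FRET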
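system = GST-tagged NR2E3 plus biotinylated RetCOR corepressor | input = 1.35 nM GST-NR2E3 | also added = 7 nM biotin-RetCOR | schedule = 5 h incubation at 4 °C | measured by = TR-FRET with europium anti-GST and streptavidin-D2, 340 nm excitation | read-out = percent loss of FRET ratio relative to control wells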
C8 TRAIL sens: sensitizes caspase-8 expressing cells to TRAIL | NB7+C8 cells + TRAIL, ATPlite viability luminescence | inhibition (viability loss, TRAIL sensitization), % at 10 µM | 360,000 compounds, 1% hits | AID 624354;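 active = compounds causing at least 50% loss of cell viability in the single-dose screen, relative to plate controls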
TWEAK-Fn14 inh: inhibitors of TWEAK-Fn14 interaction signaling. inhibition, % at 10 µM. TWEAK-stimulated Fn14 reporter cells, luciferase luminescence, 8 h. 360,000 compounds, 2% hits; in the data active = inhibition above about 50%
KKLEB cytotox: counter-screen for CF NF-kB inhibitors: cytotoxicity; KKLEB CF airway cells viability, ATPlite luminescence, overnight; active compounds read low; cells stimulated with P. aeruginosa culture filtrate; activity change (cytotoxicity), % at 5 µM; 360,000 compounds, 0.36% hits; AID 602141;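 active = corrected activity change at or below -50% at 5 µM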
Peg3 prom inh: Peg3 promoter activity inhibition | inhibition, % at 20 µM | HeLa PEG-Prom luciferase reporter, luminescence, overnight | 360,000 compounds, 1.7% hits;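 active = inhibition of at least 50% at 20 µM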
Starred values were filed as active, the others as inactive; · = no result given.

SMILES	CF NFkB block	TRPM1 prom inh	NR2E3 ag-1	HIF-2a inh	TROY NFkB inh	Shn3 inh set2	NR2E3 ag-2	C8 TRAIL sens	TWEAK-Fn14 inh	KKLEB cytotox	Peg3 prom inh
Cc1ccc(NS(=O)(=O)c2cc(C(=O)N3CCN(CCO)CC3)ccc2C)cc1	5	-1	-34	7	-5	-11	3	8	-2	10	8
Cc1noc(C)c1S(=O)(=O)N1CCN(C(c2ccccc2)c2ccc(Cl)cc2)CC1 (stereo not drawn)	22	·	-24	12	0	11	2	5	2	-2	6
CCOc1ccc(S(=O)(=O)N2CCN(C(=O)COc3ccc(Br)cc3)CC2)cc1	3	7	-3	12	3	43	·	6	17	-6	15
CC1=CCC[C@H]2[C@H](C1)C(=O)C[C@@H](C)[C@]2(C)CC/C(=C/CO)CO	16	·	16	0	10	20	·	3	8	10	-2
C=CCNC(=O)c1onc(CSc2ccccc2CC)c1C(=O)O	0	18	-17	20	-3	-24	2	-3	-39	20	-10
Cc1ccc(S(=O)(=O)N2CCN(C(=O)COC(=O)CCOc3ccccc3)CC2)c(C)c1	18	4	-14	3	4	-6	0	8	9	4	5
COc1ccc(C(=O)OCC(=O)N2c3ccccc3CC2C)cc1S(=O)(=O)N1CCOCC1 (stereo not drawn)	6	·	1	2	-10	-14	·	1	8	-1	4
COc1ccccc1C(=O)NCCC(=O)N1CC=C(c2ccccc2)CC1	0	-10	3	14	-6	-21	6	0	3	2	5
Cc1ccc(CN(Cc2cc3cccc(C)c3[nH]c2=O)C(=O)N(C)C)cc1	-4	11	8	12	-18	9	0	-10	2	-10	18
Cc1noc(NS(=O)(=O)c2ccc(NC(=O)CSc3nc4ccccc4[nH]3)cc2)c1C	1	11	-7	2	-6	-22	1	-7	4	11	5
Clc1ccc(Nc2cc(-c3ccccc3)nc3ncnn23)cc1	2	·	-12	-8	9	2	-1	22	0	-22	22
Cn1ccnc1-c1nc2ccccc2[nH]c1=O	11	7	15	-6	-13	11	1	-1	-12	6	-1
Cc1ccc(S(=O)(=O)N(CC(=O)N2CCN(c3ccc(F)cc3)CC2)C2CCCCC2)cc1	-1	6	8	2	1	23	-2	-8	-3	-8	21
O=C(COC(=O)CSCC(=O)N1CCCCC1)NCc1ccc(F)cc1	-6	3	-14	4	3	·	0	3	4	3	7
CCOc1ccc(N/C(N)=N/c2nc(C)c(C)c(=O)[nH]2)cc1	13	3	9	17	-15	2	1	-7	-15	0	13
COc1cc(/C=C2\SC(=S)N(CCC(=O)Nc3ccccn3)C2=O)cc(OC)c1OC	5	7	-8	10	22	-5	-2	2	15	-4	-6
COCCOC(=O)c1c(NC(=O)CN2CCOCC2)sc(C(N)=O)c1C	-1	4	-4	12	8	-6	-2	-12	-10	-7	-3
O=C(CC(C(=O)O)C1CCCO1)Nc1cccc(C(F)(F)F)c1 (stereo not drawn)	7	6	-9	13	-2	6	1	0	2	4	10
CCc1nc(SCC(=O)Nc2ccc(OC)cc2[N+](=O)[O-])n[nH]1	5	6	-16	15	14	-29	3	-10	-8	0	11
COc1ccc(S(=O)(=O)NC2CCCCC2)cc1C	-6	4	-5	14	10	-3	5	-6	9	2	8
COc1ccc(-c2ccc(SCC(=O)c3ccc(F)cc3)nn2)cc1OC	20	3	-24	-2	3	14	3	9	-12	-8	-7
CSc1ncccc1C(=O)NC(C)CCc1ccccc1 (stereo not drawn)	-10	2	14	13	9	11	-2	3	5	16	22
CCC(=O)N(Cc1cc2ccc(C)cc2n2nnnc12)C1CCCCC1	9	6	-10	8	11	4	0	14	-17	-15	12
CCC(CO)Oc1cc(NCc2cccc(O)c2)c2ncn(C(C)C)c2c1 (stereo not drawn)	3	31	10	2	16	-10	·	10	16	8	6
O=C(Cn1cc([N+](=O)[O-])cn1)N1CCc2ccccc21	3	12	-16	8	14	5	3	-12	3	-2	-2
Oc1ccc(/C=N/Nc2ncnc3c2ncn3Cc2ccccc2)cc1O	17	-1	-17	-167	-41	46	2	10	-35	-6	-47
Cc1nnsc1-c1nnc(SCC(=O)c2ccc(C#N)cc2)n1C1CC1	-14	-5	-6	11	-2	13	6	2	-2	1	1
CCCCCC(=O)Nc1ccc(S(=O)(=O)Nc2nccc(C)n2)cc1	-19	-5	15	12	13	-3	2	-5	1	20	11
COC(=O)c1ccc(Oc2ccc3nnc(C)n3n2)cc1	0	5	13	18	-36	-31	-2	-2	12	8	2
O=C1CCc2cc(S(=O)(=O)NCc3ccccc3Cl)cc3c2N1CC3	10	-1	10	14	-28	3	0	-10	-8	-2	3
CCn1cnc2cc(NCc3cccc(OC)c3O)ccc21	-3	-55	-22	-154	-54	-26	-4	-5	17	6	-48
CCN(Cc1ccccc1)C(=O)C(C)OC(=O)c1cc(S(=O)(=O)Nc2c(C)n(C)n(-c3ccccc3)c2=O)ccc1C (stereo not drawn)	-7	-2	11	12	6	11	3	-7	-22	7	5
CCOC(=O)/C(C#N)=C/c1cccn1-c1ccc(Cl)cc1	9	·	-11	15	-10	0	2	9	-6	-12	16
CCOC(=O)c1c2c(n(C)c1C)C(=O)C(=O)c1ccc(Br)cc1-2	97*	87*	-24	12	45	94*	4	97*	87*	-78*	101*
O=C(c1cn(-c2ccccc2)nc1-c1ccc(F)cc1)N1CCCCC1	7	-13	-12	4	-6	-12	2	0	2	0	5
COc1cc(/C=N/NC(=O)C2COc3ccccc3O2)cc(OC)c1OC (stereo not drawn)	-8	4	-19	2	-1	-11	-5	-14	-11	5	8
Nc1nc(SCC(=O)N2CCCCC2)[nH]c(=O)c1NC(=O)c1ccccc1F	-12	3	-23	12	13	-1	-2	-1	13	15	3
CCCCNC(=O)Cc1ccc(Br)cc1	11	-9	-7	0	-20	-17	3	-4	3	3	-9
COc1cc(S(=O)(=O)NCc2ccncc2)c(OC)cc1Cl	13	14	-4	12	-3	13	-1	3	-22	-7	1
Fc1ccc(CSc2nnc(-c3cnccn3)n2Cc2ccco2)cc1	6	-11	-24	-10	-21	-7	-1	-8	-9	-11	8
O=C(NNc1cc(Cl)ccc1Cl)c1cccnc1Cl	9	-5	-6	14	-4	14	0	7	-18	-1	2
Cc1cccc(C)c1NC(=S)N=Nc1c(O)n(C)c2ccc(S(=O)(=O)N3CCOCC3)cc12	-14	28	2	32	7	36	3	22	22	-2	44
CCc1ccc(C2=NN(c3ccc(S(N)(=O)=O)cc3)C(c3ccc(F)cc3)C2)cc1 (stereo not drawn)	-2	-2	0	-22	-9	6	8	-5	19	-9	67*
Cc1ccc(NC(=O)c2nc(S(=O)(=O)Cc3ccccc3)ncc2Cl)cc1	92*	95*	8	95*	80*	95*	-2	65*	67*	-100*	100*
Cc1ccc(C(=O)NCc2ccc3c(c2)OCO3)cc1S(=O)(=O)N1CCCCC1	6	13	10	1	15	14	1	6	0	1	12
Cc1cccc(C(=O)NCc2nnc(SCc3ccc(F)cc3)n2C)c1	-10	10	-8	13	17	10	4	-4	-6	1	12
O=C(NCc1ccccn1)c1ccc(Cl)c(S(=O)(=O)Nc2ccccc2C(=O)NCc2ccccn2)c1	5	17	-21	-2	-6	-8	2	3	10	2	3
Cc1cc(C)n2nc(C(=O)OCC(=O)N3CC(C)CC(C)C3)nc2n1 (stereo not drawn)	-20	0	-21	5	-16	4	0	-13	2	10	-3
COc1ccc(OC)c(/C=N/NC(=O)c2cccc3ccccc23)c1	11	16	-24	8	-8	-4	-11	-13	-7	-1	12
O=C(COc1ccccc1)N/N=C/c1ccc([N+](=O)[O-])o1	-27	68*	0	-18	-64	-5	-2	4	15	6	-37
Cc1ccc(OCc2nc(-c3cccnc3)no2)cc1C	-7	-56	-54	-240	-54	-10	2	4	-31	-1	-178
CC(=O)CCc1ccc(OCC(O)CNC2CCCc3ccccc32)cc1 (stereo not drawn)	-7	-14	-3	7	8	14	-1	1	-1	-1	10
Cc1onc(-c2ccccc2Cl)c1C(=O)N1CCCCC1C (stereo not drawn)	-10	3	-34	-6	-4	-5	-4	-11	7	13	9
CCCCC(=O)Nc1nc2ccc3nc(C)sc3c2s1	-8	-54	-29	-117	-65	-62	4	9	-5	-13	-99
COc1ccc(N2CC(NC(=O)NCC(C)C)CC2=O)cc1 (stereo not drawn)	-22	-10	-6	-9	-6	-6	-1	-8	-20	5	-5
Cc1ccc(NC(=O)C2CCN(c3cnccn3)CC2)cc1C	-8	3	6	8	11	3	0	-2	-4	-6	2
COc1ccc(CNC(=O)COC(=O)C2CC3C=CC2C3)cc1 (stereo not drawn)	-1	6	-28	-1	-7	33	-2	-8	-1	5	11
S=C(NCc1ccccc1)Nc1nccs1	-17	-18	-8	-68	-50	-20	-1	-15	1	0	-33
Cc1c(Br)c([N+](=O)[O-])nn1CCCC(=O)Nc1c(C)n(C)n(-c2ccccc2)c1=O	-5	10	11	13	2	·	1	-6	7	2	16
O=S(=O)(/N=C(/Nc1ccc(Cl)cc1Cl)c1ccccc1)c1cccs1	14	-7	-40	-19	-11	-1	1	-6	16	5	-6

The listing continues.
SMILES	CF NFkB block	TRPM1 prom inh	NR2E3 ag-1	HIF-2a inh	TROY NFkB inh	Shn3 inh set2	NR2E3 ag-2	C8 TRAIL sens	TWEAK-Fn14 inh	KKLEB cytotox	Peg3 prom inh
Cc1occc1-c1nnc(SCC(=O)NC2CCCC2)n1C	-1	12	-25	17	-1	10	2	0	15	2	1
CCc1ccc(CNC(=O)CCCn2nc(C)n3ccnc3c2=O)cc1	-14	·	8	0	-5	-1	-1	-1	13	7	3
Cc1ccc(N=C/C(C(=O)C(F)(F)F)=C(\O)c2ccco2)cc1Cl	6	-31	-132	-229	-6	-36	2	30	21	-14	-282
O=C(Nc1cc2c(cc1Cl)OCCCO2)c1ccco1	-13	-66	-80	-214	-77	-68	3	-12	-9	2	-270
Cc1cc(C)c(S(=O)(=O)Nc2ccccc2-c2ccccc2)c(C)c1	23	7	-8	14	25	12	-1	-3	25	-1	34
Fc1ccc(C2=Nn3c(nnc3-c3ccco3)SC2)cc1	-7	1	3	10	-1	14	-4	2	7	-3	-3

Profiles from above. Values in the order: CF NFkB block | TRPM1 prom inh | NR2E3 ag-1 | HIF-2a inh | TROY NFkB inh | Shn3 inh set2 | NR2E3 ag-2 | C8 TRAIL sens | TWEAK-Fn14 inh | KKLEB cytotox | Peg3 prom inh
`Cn1ccnc1-c1nc2ccccc2[nH]c1=O` is listed as 11 | 7 | 15 | -6 | -13 | 11 | 1 | -1 | -12 | 6 | -1
`Cc1c(Br)c([N+](=O)[O-])nn1CCCC(=O)Nc1c(C)n(C)n(-c2ccccc2)c1=O` is listed as -5 | 10 | 11 | 13 | 2 | · | 1 | -6 | 7 | 2 | 16
`CC1=CCC[C@H]2[C@H](C1)C(=O)C[C@@H](C)[C@]2(C)CC/C(=C/CO)CO` is listed as 16 | · | 16 | 0 | 10 | 20 | · | 3 | 8 | 10 | -2

Bioassay records deposited in PubChem by several laboratories.

Not all compounds are listed; count on the stated rates, not on these rows.
